AID inh – Primary qHTS assay for inhibitors of Activation Induced Cytidine Deaminase (AID): AID signal; 0.32% of 91,000 active; AID deamination FRET fluorescence, UDG-coupled, 4 h; Single-stranded DNA cytosine deaminase (Homo sapiens), Q9GZX7; Potency, µM (titrated, usually from 115 µM), without a hit: at the top dose activity change, negative = inhibition, hits mostly inhibitors; also: nearly all actives have a fitted effect of over 25% in size
Target sequence (Q9GZX7 whole entry, looked up): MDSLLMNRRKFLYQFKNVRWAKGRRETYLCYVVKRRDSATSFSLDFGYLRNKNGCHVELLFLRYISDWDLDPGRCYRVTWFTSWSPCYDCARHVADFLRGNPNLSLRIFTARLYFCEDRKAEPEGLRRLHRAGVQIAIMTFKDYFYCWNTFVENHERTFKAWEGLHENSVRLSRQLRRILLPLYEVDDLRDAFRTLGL
UDG counter – Primary qHTS assay for inhibitors of Activation Induced Cytidine Deaminase (AID): UDG Counterscreen signal; Uracil-DNA glycosylase; FRET deamination/UDG coupled assay, UDG read, 4 h; Potency, µM (top dose mostly 115 µM), inactives show at the top dose activity change, negative = inhibition, usual class: inhibitors; 0.14% of 91,000 active; AID 1347430, 2020; also: nearly all actives have a fitted effect of over 65% in size
* hit, by the source's call; ? = inconclusive; [ ] = dose if it differs, or a comment. Calls follow the shape of the dose curve; as a rule, active = well fitted curve in the direction sought with a large enough effect; inconclusive = small, poorly fitted or top-dose-only effect, or another doubt; inactive = no such curve, though single readings can be large; an effect the other way counts as inactive or inconclusive. % is scaled to controls: 0 for no effect and ±100 for the full control effect; potency is read from the fitted curve at half-maximal effect. Not all compounds are listed; rates above refer to the full screens.

SMILES	AID inh	UDG counter
O=C(Nc1ccc(F)cc1)C1CC2CCCC(C1)C2=O (stereo not drawn)	6%	13%
Cc1ccc(C(=O)NC(C)C2CCCO2)cc1 (stereo not drawn)	-4%	-8%
CCC(=O)N1CCc2cc(CNC(=O)Nc3ccccc3Cl)ccc21	2%	-8%
CCCCCCCC/C=C\CCCCCCCC(=O)NCc1ccc(O)c(OC)c1	-2%	-4%
CC1=C(C(N)=O)C(c2ccccc2Cl)n2nc(-c3ccc(O)cc3)nc2N1 (stereo not drawn)	-2%	6%
COc1ccc(OC)c(NC(=O)CC2CC3CCC2C3)c1 (stereo not drawn)	2%	5%
CCOc1ccc(-c2[nH]nc3c2C(c2cc(OC)c(OC)cc2Br)C(C#N)=C(N)O3)cc1 (stereo not drawn)	15%	3%
Cc1ccc2c(c1)N(CC(=O)NCc1cccc(Cl)c1)C(=O)c1cccnc1O2	-8%	-5%
CCCn1c(=N)c(C(=O)NC2CCCC2)cc2c(=O)n3cccc(C)c3nc21	-26%	-11%
CCOC(=O)c1ccc(NC(=O)c2c(NC(C)=O)sc3c2CCC(C)C3)cc1 (stereo not drawn)	12%	1%
Cc1ccc2c(CN3CCN(C(=O)c4ccc(Br)cc4)CC3)cc(=O)oc2c1	?	-3%
CCc1cccc2c(C(=O)C(Nc3cccc(CO)c3)c3ccccc3)c[nH]c12 (stereo not drawn)	24%	-5%
O=C(N/N=C/c1ccc(Br)cc1)c1cccc(N/N=C/c2ccc(Br)cc2)c1	3%	12%
CCOC(=O)c1cccc(NS(=O)(=O)c2c(C)nc3sc(C)cn3c2=O)c1	-1%	14%
COc1cccc(CNC(=O)c2nn(C)c3c2CSc2ccccc2-3)c1	?	-10%[57.5 µM]
CCCCNC(=O)CSc1nc(-c2ccc(OC)cc2)cc(C(F)(F)F)n1	7%	-9%
COc1ccc(-n2nc(C(=O)Nc3cccc(C)n3)c3c4ccccc4n(C)c3c2=O)cc1Cl	-1%	8%
Cc1ccccc1-c1nc(C#N)c(NCC(C)C)o1	-15%	-10%
CC(=O)Oc1c2ccccc2c(OC(C)=O)c2ccccc12	3%	-7%
CC(Oc1ccccc1)C(=O)Nc1ccc(C(=O)OCc2cc(=O)n3ccsc3n2)cc1 (stereo not drawn)	-1%	-7%

4 of the entries above in order of their number in AID inh, descending:
| structure | AID inh |
| --- | --- |
| CCCCNC(=O)CSc1nc(-c2ccc(OC)cc2)cc(C(F)(F)F)n1 | 7% |
| O=C(N/N=C/c1ccc(Br)cc1)c1cccc(N/N=C/c2ccc(Br)cc2)c1 | 3% |
| CCOC(=O)c1cccc(NS(=O)(=O)c2c(C)nc3sc(C)cn3c2=O)c1 | -1% |
| Cc1ccccc1-c1nc(C#N)c(NCC(C)C)o1 | -15% |

The list goes on:
SMILES	AID inh	UDG counter
CCOc1ccc(NC(=O)c2cc(=O)c3ccc(C)c(C)c3o2)cc1	-8%	-5%
COC(=O)c1cc(OC(=O)Cc2ccc(Cl)cc2)cc(C(=O)OC)c1	1%	-12%
COc1ccc(CCNC(=O)C(C)n2c(=O)cc(C(F)(F)F)c3c(C)nn(C)c32)cc1OC (stereo not drawn)	-8%	14%
COc1ccc(C(=O)NCc2ccc3c(c2)CCN3C(=O)c2ccc(F)cc2)cc1	?	9%
O=C(/C=C/NC12CC3CC(CC(C3)C1)C2)C(F)(F)F	-6%	4%
Cc1oc(-c2ccc(C(=O)NCCC(C)C)cc2)nc1CN1CCc2ccccc21	8%	5%
Cc1cc2oc(C(=O)Nc3sc4c(c3C#N)CCCC4)cc(=O)c2cc1Cl	-8%	-1%
COc1ccccc1C1=NN(C(=O)C(C)C)C(c2ccc3nccnc3c2)C1 (stereo not drawn)	-15%	-2%
O=c1[nH]c2ccccc2c(-c2ccccc2)c1Sc1nc2ccccc2o1	-19%	5%
O=C(CNC(=O)c1ccccc1)OCc1cc(=O)oc2cc(O)ccc12	-1%	1%
FC(F)(F)c1cnc(Sc2ncc(C(F)(F)F)cc2Cl)c(Cl)c1	-6%	-14%
COc1ccc(-c2nc3cc(NC(=O)CC(C)C)ccc3o2)cc1OC	8%	3%
Cc1ccccc1OCCn1c(-c2ccc(Cl)cc2)nc2ccccc2c1=O	6%	34%[activator]
Cc1nc2nc(NCc3ccc(Cl)cc3)[nH]n2c(=O)c1CCC(=O)Nc1ccc2ccccc2c1	-2%	-2%
COc1ccc(Cn2c(=O)[nH]c3cc(C(=O)N4CCN(c5cc(C)ccc5C)CC4)ccc3c2=O)cc1	-4%	-10%
CN(Cc1ccccc1)S(=O)(=O)c1ccc2c(c1)NC(=O)CS2	-12%	-3%
O=C(NCc1ccccc1Cl)c1nnc(Cc2ccc(Cl)cc2)o1	4%	0%
Cc1ccc(NC(=O)CN2C(=O)CCSc3ccc(S(=O)(=O)N4CCCC4)cc32)cc1	1%	4%
CCc1ccc(C(=O)C2CCCCC2)cc1	0%	5%
O=C(O)c1ccc(Cc2ccc(C(=O)O)o2)o1	2%	1%

Entries of single compounds from above. Values in the order: AID inh, UDG counter
Listed for CCCn1c(=N)c(C(=O)NC2CCCC2)cc2c(=O)n3cccc(C)c3nc21 → -26%, -11%
Listed for COC(=O)c1cc(OC(=O)Cc2ccc(Cl)cc2)cc(C(=O)OC)c1 → 1%, -12%
Listed for O=c1[nH]c2ccccc2c(-c2ccccc2)c1Sc1nc2ccccc2o1 → -19%, 5%

More results follow.
SMILES	AID inh	UDG counter
COc1ccccc1Nc1nnc(-c2cc3cccc(OC)c3oc2=O)s1	-4%	-5%
N#Cc1cccc(CN2CCCc3ccccc32)c1	-7%	-11%
Cn1c(C=C(C#N)C#N)ccc1-c1ccc(Br)cc1	-5%	-3%
CCCCC(=O)Nc1ccc2nc(SCC(=O)N3CCOCC3)sc2c1	50%[activator]	6%[57.5 µM]
CCCCCCCn1c(CN2CCN(c3ccccc3)CC2)nc2c1c(=O)n(C)c(=O)n2C	?	0%
CCCCCSc1nc2c(c(=O)n(C)c(=O)n2C)n1C/C=C/c1ccccc1	-19%	-3%
COC(=O)c1cn(CC(=O)N2CCC2)c2ccccc12	-1%	4%
CN1CCc2ccccc2Cc2[nH]c3ccccc3c2CC1	-1%	-5%
CCOc1ccc(-c2csc(-c3c(N)c(C(=O)c4ccc5c(c4)OCO5)n4ccccc34)n2)cc1	5%	0%
Nc1nccnc1C(=O)NCC#Cc1ccccc1	5%	-5%
CC(C)C(=O)NC(=S)Nc1cccc(Cl)c1	-3%	-8%
COc1ccc(CCCc2nnc(SCC(=O)Nc3cc(C)ccc3C)o2)cc1	4%	9%
O=[N+]([O-])c1ccc(/C=N/Nc2ccc(C(F)(F)F)cn2)cc1	-4%	-3%
CC(=O)NC(C(=O)NC(C)c1cccc(Cl)c1)C(C)C (stereo not drawn)	1%	0%
CN1CCN(c2ccc(NC(=O)CN(Cc3ccccc3)S(=O)(=O)c3ccccc3)cc2)CC1	3%	-7%
Cc1ccc(NC(=O)CCc2ncc(-c3c(F)cccc3F)o2)nc1	-2%	2%
CCc1cccc(C)c1NC(=O)c1nc2ccccc2nc1N1CCCCC1	-2%	-3%
CCN(CCCNC(=O)c1cc2cc3ccc(OC)cc3nc2s1)c1cccc(C)c1	36%[activator]	-6%
N#C/C(=C/c1ccccc1OC(F)F)c1nc2ccccc2s1	-2%	-11%
COc1ccc2c(c1OC)C(=O)OC2Nc1nc(-c2ccc(Br)cc2)cs1 (stereo not drawn)	-7%	-2%
CCCC/C(=N/NC(=S)Nc1cccc(C)c1)c1ccccc1	-3%	1%
CCCn1c2ccccc2c2cnn(CC(=O)NCC3CCN(Cc4ccc(C)cc4)CC3)c(=O)c21	?	-7%[57.5 µM]
CCCCc1noc(CN2CCC(NC(=O)c3cnn(C)c3)CC2)n1	1%	-7%
Clc1ccc(-c2nnn3c2nc(NCc2ccc4c(c2)OCO4)c2ccccc23)cc1	15%	0%
CCC(=O)N1CCc2cc(Br)cc(S(=O)(=O)N3CCCC(C(=O)Nc4cccc(Cl)c4C)C3)c21 (stereo not drawn)	18%	-3%
NC(=O)COc1cccc(NC(=O)CCc2ncc(-c3ccccc3)o2)c1	7%	17%
COc1cccc(-c2[nH]c3c(c2-c2c(-n4cccc4)n(C)c(=O)[nH]c2=O)c(=O)[nH]c(=O)n3C)c1	27%	-5%
CC(Sc1ccc2c(c1)OCCO2)C(=O)c1ccc(F)cc1 (stereo not drawn)	-8%	-1%
CCCNC(=O)CCNS(=O)(=O)c1ccc2c(c1)c(=O)n(C)c(=O)n2C	1%	0%
Cc1ccc(C(C)C)c(OCc2ccc(C(=O)Nc3ccc(S(N)(=O)=O)cc3C)o2)c1	5%	-12%
CCCNC(=O)C1CCC(Cn2c(=O)c3sccc3n(CC(=O)N3CCCC(C)C3)c2=O)CC1 (stereo not drawn)	?	6%
COc1ccccc1CCNC(=O)Cc1c(C)c2cc3c(C(C)(C)C)coc3c(C)c2oc1=O	0%	1%
Cc1ccc(NC(=O)c2cc(S(=O)(=O)N3CCCCC3)c[nH]2)cc1F	4%	5%
COc1cccc(CNC(=O)C(=O)NCC(c2ccco2)S(=O)(=O)c2cccs2)c1 (stereo not drawn)	-5%	1%
CCc1ccc2oc(C(=O)Nc3sc4c(c3C(=O)NC)CCCC4)cc(=O)c2c1	-11%	-7%[57.5 µM]
Fc1ccc(Br)cc1CNc1ccccc1	1%	-17%
Cc1cccc(-c2c3c(nc4sc5c(c24)CCC(C)C5)C(C)CCC3)c1 (stereo not drawn)	-6%	-2%
COc1ccc(NC(=O)CC2C(=O)N(c3ccccc3)C(=O)N2Cc2cccnc2)cc1 (stereo not drawn)	3%	4%[57.5 µM]
CC(NC(=O)c1ccc(SC(F)F)cc1)c1ccncc1 (stereo not drawn)	-5%	4%
Cc1ccccc1NC(=O)C1CCCC1	1%	8%
Cc1cccc(-n2nnnc2C2(Nc3ccccc3C)CCCC2)c1	-5%	-14%
Cc1cc(C)nc(SCc2nc3cc(NC(=O)c4ccc(F)c(Cl)c4)ccc3n2C)n1	5%	-5%
CC(=O)c1ccc(NC(=O)CSc2nc(-c3cccc(F)c3)nc3c2c(=O)n(C)c(=O)n3C)cc1	0%	2%
O=C(Nc1ccccc1)C(=O)c1cn(CC(=O)N2CCOCC2)c2ccccc12	-3%	6%
O=Cc1cc2ccccc2nc1Sc1ccc(Cl)cc1	0%	7%
O=C(CN1C(=O)c2cccc3cccc1c23)Nc1cccc(F)c1	-4%	0%
O=C(NCc1ccccc1)C1CCN(S(=O)(=O)c2ccc3c(c2)CCCN3C(=O)C2CCC2)CC1	-7%	-9%
COc1ccc(-c2csc(NC(=O)c3ccccc3OCc3noc(C)n3)n2)cc1	6%	-10%
C=C(C)COc1ccc2c(=O)c(Oc3ccc(C(=O)OC)cc3)c(C)oc2c1	-9%	-1%
COc1ccc(-c2nonc2NC(=O)COc2c(C)cccc2C)cc1	-14%	-5%

Three structures out of the list, sorted by SMILES length, lowest first.
SMILES	AID inh	UDG counter
COc1ccc(-c2nonc2NC(=O)COc2c(C)cccc2C)cc1	-14%	-5%
O=C(Nc1ccccc1)C(=O)c1cn(CC(=O)N2CCOCC2)c2ccccc12	-3%	6%
O=C(NCc1ccccc1)C1CCN(S(=O)(=O)c2ccc3c(c2)CCCN3C(=O)C2CCC2)CC1	-7%	-9%

Later entries:
SMILES	AID inh	UDG counter
O=C(Nc1ccc(Cl)c(Cl)c1)N1CCC(c2ccccc2)C1 (stereo not drawn)	?	-1%[57.5 µM]
O=C(Nc1ccc([N+](=O)[O-])cc1Cl)c1cc(Cl)ccc1O	-12%	3%
CCSc1oc(-c2ccc(F)cc2)nc1S(=O)(=O)c1ccc(C)cc1	?	-11%
CCc1cccc(NC(=O)CCC(=O)N2CCSc3ccccc32)c1	?	-3%
Cc1ccc(C(=O)NC2CCN(CCOC(C)C)CC2)s1	-13%	0%
Cc1cc(C)c(NC(=O)c2cc3sc(Cl)cc3n2C)c(C)c1	-3%	-8%
C=CCOc1ccc(NC(=O)c2ccc(C(C)(C)C)cc2)cc1	-1%	-3%
COc1ccccc1C(=O)NC(=O)CSc1c(Cl)cccc1Cl	8%	7%
COc1cccc(-c2nc(S(=O)(=O)c3ccc4c(c3)OCCO4)c(N3CCOCC3)o2)c1	-14%	-11%
Cc1cc(=O)n2[nH]c(NCc3ccc(F)cc3)nc2n1	8%	-15%
CCOC(=O)c1c(C)[nH]c(CCC(=O)Nc2ccccc2C(=O)OC)c1C	-12%	4%[57.5 µM]
CCC(C(=O)Nc1cccc(Cl)c1)n1nc(-c2ccc(C)cc2)ccc1=O (stereo not drawn)	-10%	-8%
Cc1ccc2nc(/C(C#N)=C\c3ccc(C)s3)[nH]c2c1	-9%	-12%
O=C(CSc1nc2ccccc2nc1Cc1ccccc1)Nc1ccc2c(c1)OCO2	9%	?
CCn1c(SCC(=O)c2cc(C)n(C(C)C)c2C)nc2cc(S(N)(=O)=O)ccc21	-1%	-5%
CCNC(=O)NC(=O)CN(C)Cc1cccc(C#N)c1	-2%	-7%
COc1ccc2cc(S(=O)(=O)c3ccccc3F)c(=O)oc2c1	12%	20%
O=C(N/N=C/c1ccc(Cl)cc1)C1CC1	-1%	-4%
COc1ccc2nc(N(Cc3cccnc3)C(=O)C3COc4ccccc4O3)sc2c1 (stereo not drawn)	-25%	-16%
Cc1cccc(NC2=NC(c3cccnc3)n3c(nc(C)cc3=O)N2)c1 (stereo not drawn)	5%	1%
CCCCC(CC)C(=O)Nc1cccc(CC)c1 (stereo not drawn)	-13%	0%
CCN1CCN(c2cc(C)c3cc(NC(=O)c4cc(Br)ccc4Cl)ccc3n2)CC1	140%[activator]	0%
O=C(Nc1ncn(Cc2ccccc2F)n1)c1ccn(COc2ccc(Cl)cc2)n1	1%	9%

Among those listed so far, 2 contain a tert-butyl group.
SMILES	AID inh	UDG counter
COc1ccccc1CCNC(=O)Cc1c(C)c2cc3c(C(C)(C)C)coc3c(C)c2oc1=O	0%	1%
C=CCOc1ccc(NC(=O)c2ccc(C(C)(C)C)cc2)cc1	-1%	-3%
